# Source: PubChem BioAssay (several laboratories)
# p-CIP stab down – p/CIP protein destabilization; Q05BA5; F442A p/CIP-EGFP cells, EGFP fluorescence, 16 h; decrease of EGFP signal, % at 10 µM; hit rate 0.01% among 290,000;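 active means EGFP signal decrease of at least 30% at 10 µM or well 3 SD below plate mean, unless failing retest; inactive means the rest, including hits failing retest or dose response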; further: some compounds called inactive have numbers as strong as hits; many of its hits are not listed in these tables
# IDE act – IDE (human) activation, cell-based | P14735 | HEK cells, FAbeta-B cleavage, fluorescence polarization; 0% vehicle, 100% cell-free pure enzyme wells | activation, % at 5.96 µM | hit rate 0.073% among 340,000 | AID 493087;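 active means activation above the mean of all tested compounds plus 3 SD, set per screening campaign, cut at about 17% in these data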
# PfM18AAP inh – PfM18AAP enzyme inhibition; inhibition, % at 7.35 µM; AID 1822; hit rate 1.2% among 290,000; recombinant PfM18AAP, H-Glu-NHMec fluorogenic cleavage;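 active means inhibition above the campaign mean inhibition over all tested compounds plus 3 SD, cut at about 28% in these data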;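 further: 0% = plate median of test compound wells and 100% = 2 mM ZnCl2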
# IDE inh – inhibits human insulin-degrading enzyme in HEK cells | P14735 | FAbetaB cleavage, fluorescence polarization | inhibition, % at 5.59 µM | hit rate 0.41% among 320,000 | AID 434962;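 active means percent inhibition above the average of all tested compounds plus 3 SD, set per screening campaign, cut at about 16% in these data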;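 further: IDE supplied by intact live HEK cells; FP after avidin binding of uncleaved biotin substrate so inhibition keeps polarization high; 0% = DMSO wells and 100% = 60 µM reference IDE inhibitor Ii1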
# DNA FID counter – displaces DNA intercalator in HCV helicase counter-screen; DNA fluorescent intercalator displacement, fluorescence; inhibition, % at 7.9 µM; hit rate 0.17% among 290,000; AID 1845; in the data active means inhibition above about 37%;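 further: 0% = vehicle and 100% = reference compound; higher means more ethidium bromide displaced from hairpin DNA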
# HCV NS3 hel inh – HCV NS3 helicase inhibition; AID 1800; inhibition, % at 10.9 µM; NS3 helicase DNA unwinding, Cy5 molecular beacon fluorescence; hit rate 0.56% among 290,000;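 active means inhibition above the mean of all tested compounds plus 3 SD, set per campaign, cut at about 35% in these data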;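 further: 0% = DMSO wells and 100% = thioflavine S control wells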
#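 Control set: DMSO versus 110 µM thioflavine S; Material: NS3 helicase fragment of HCV; Measured by: Cy5 fluorescence at 0 and 60 min, beacon hairpin quenching; Read-out basis: percent inhibition from t60/t0 fluorescence ratio; Times: reaction time 60 min, 25 °C; Repeats: single replicate; Compound dosing: single dose, 10.9 µM nominal final, DMSO 0.8% final.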
# VIM-2 inhibitor – blocks Pseudomonas aeruginosa VIM-2 metallo-beta-lactamase | purified VIM-2, nitrocefin hydrolysis, epi-absorbance fluorescence | inhibition, % at 5.6 µM | hit rate 0.89% among 290,000 | AID 1527;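 active means inhibition above the mean of all tested compounds plus 3 SD, cutoff set per screening run, cut at about 7.5% in these data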;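 further: red hydrolysis product quenches plate fluorescence so inhibitors raise well fluorescence; 0% = enzyme with DMSO and 100% = DMSO without enzyme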
# IMP-1 inhibitor – blocks Pseudomonas aeruginosa IMP-1 metallo-beta-lactamase | purified IMP-1, nitrocefin hydrolysis, epi-absorbance fluorescence | inhibition, % at 5.6 µM | hit rate 0.45% among 290,000 | AID 1556;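 active means inhibition above the mean plus 3 SD of all compounds in the same screening run, cut at about 4.5% in these data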;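 further: 0% = IMP-1 with DMSO and 100% = DMSO wells lacking enzyme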
#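 System: Purified IMP-1 | Read-out basis: Percent enzyme inhibition | Controls: IMP-1 with DMSO as 0%, enzyme-free DMSO as 100% | Replicates: One well per compound | Doses: 5.6 µM nominal single concentration | Detection: Epi-absorbance fluorescence, 480 nm excitation, 530 nm emission | Incubation: 25 °C, 15 min preincubation, 25 min reaction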
# UBC9 SUMO inh – inhibitors of human SUMOylation (UBC9); inhibition, % at 35 µM; hit rate 0.36% among 290,000; HTRF SUMOylation assay, SAE1/SAE2 + UBC9, in vitro; in the data active means inhibition above about 50%, passing the limit was not always enough; further: strong numbers were not always called active
# Target sequence (P63279 whole entry, looked up): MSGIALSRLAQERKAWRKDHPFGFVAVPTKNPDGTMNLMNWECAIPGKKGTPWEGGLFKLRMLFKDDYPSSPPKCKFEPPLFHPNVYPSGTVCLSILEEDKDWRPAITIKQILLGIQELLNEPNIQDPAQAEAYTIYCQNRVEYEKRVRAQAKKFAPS
# * hit, by the source's call; · = not tested or not shown; & = joins results of further samples.
# Second line of a record: VIM-2 inhibitor	IDE act	DNA FID counter	PfM18AAP inh	IMP-1 inhibitor	UBC9 SUMO inh	p-CIP stab down	HCV NS3 hel inh	IDE inh
O=C1CN(C(=O)c2cc3ccccc3oc2=O)C(c2ccc(F)cc2)c2cc(F)ccc2N1 (stereo not given)
  0.1	3	-15	7	-0.3	-8	-10	-4	7
Cn1nc(C(=O)N2CCOCC2)c([N+](=O)[O-])c1C(=O)N1CCOCC1
  -0.8	-1	0	-5	-3.2	-3	3	-1	1
O=C(COc1nncc2ccccc12)NCCC1=CCCCC1
  -1.6	6	-11	7	-1.9	-7	6	9	4
CC(=O)Nc1ccc(OC(=O)COc2ccc(Br)cc2)cc1
  -2.0	1	-1	3	-1.7	-68	-7	8	2
CC(=O)Nc1ccc(NC(=O)CSc2nnc(C)n2-c2ccccc2)cc1
  -1.1	0	-12	-1	-1.2	-7	-2	1	2
CCOc1cc(/C=C2/SC(=S)N(CC(=O)O)C2=O)ccc1OC(=O)c1cccs1
  -1.9	-1	-2	1	-2.3	2	-32	13	8
COc1cccc(-n2c(SCC(=O)N3c4ccccc4CC3C)nnc2-c2ccco2)c1 (stereo not given)
  -3.8	0	-36	-6	-5.0	10	-11	-3	8
Cc1ccnc(NS(=O)(=O)c2ccc(NC(=O)c3ccc(Cl)cc3[N+](=O)[O-])cc2)n1
  -1.4	0	-5	3	-3.5	19	-3	15	·
CC(=O)Oc1ccc2ccccc2c1C(NC(=O)C(C)C)c1cccc([N+](=O)[O-])c1 (stereo not given)
  -6.1	10	-18	-10	-4.7	-2	4	20	2
CC(C)c1ccc(N2C(=O)CC(NNC(=O)c3cccnc3)C2=O)cc1 (stereo not given)
  -2.4	5	-7	9	-3.8	-1	-9	17	8
O=C(NC1CCN(S(=O)(=O)c2ccc(F)cc2)CC1)c1cccnc1
  -3.4	6	-12	-2	-4.8	-1	-5	13	7
COc1ccc(NC(=O)Nc2ccc(Br)cn2)cc1
  -2.3	-1	-2	-9	-2.6	0	-10	-3	-2
CN1CCN(C(=O)CCS(=O)(=O)c2cc3c(cc2Cl)NC(=O)CO3)CC1
  -3.4	8	-7	6	-2.9	0	1	3	3
CC1CC(C)CN(c2ccc([N+](=O)[O-])cc2-c2nn[nH]n2)C1 (stereo not given)
  33*	5	-5	1	-3.7	-5	3	8	7
COc1ccc2nc(NC(=O)C3CCN(S(=O)(=O)c4cccnc4)CC3)sc2c1
  3.7	2	-8	-8	-0.9	4	8	14	4
N#CCCN=C(NS(=O)(=O)c1ccccc1)c1ccccc1
  -0.1	1	-14	4	-2.5	8	-17	34	3
O=C(Nc1cccc2nsnc12)c1cccs1
  -1.1&-0.6	2&2	0&2	4&-7	-2.3&-1.7	24&27	-6&4	5&-4	3&4
O=C(CSc1nnc(-c2ccc(Cl)cc2)n1CC1CCCO1)NC1CCS(=O)(=O)C1 (stereo not given)
  -2.2	3	-11	3	-2.8	16	-17	-12	0
O=C1NC[C@H](c2ccccc2)N(CC2CCCCC2)C1=O
  ·	7	·	·	·	3	-4	·	1
CCC1Oc2ccc(C)cc2N(CC(=O)NCc2cccc(OC)c2)C1=O (stereo not given)
  -0.8	5	-21	15	-2.5	0	-13	10	13
Cn1c(SCC(=O)Nc2nnc(-c3ccccc3)o2)nnc1C1CC1
  0.6	3	-16	7	0.5	0	-5	0	-5
O=c1c2ccccc2nc2n1CCC2O (stereo not given)
  -5.0	3	1	0	-2.2	1	-4	7	11
CC1Cn2c(nnc2-c2cccc(N)c2)S1 (stereo not given)
  -1.4	0	1	2	-3.0	14	-2	1	2
Cc1ccc(CN2C(=O)/C(=C\c3ccc(C(=O)NCc4cccnc4)cc3)Oc3ccccc32)cc1
  -1.1	·	-2	0	1.0	-14	6	2	-2
COCCCn1cn[nH]c1=S
  1.3	-2	-5	21	-3.0	5	-6	4	5
CCOC(=O)C(CC)n1cnc2sc3c(c2c1=O)CCC3 (stereo not given)
  -2.2	-2	-5	6	-1.8	-7	-5	0	0
Cc1nc(C)c(CCNC(=O)c2cccc(Cl)c2)s1
  -1.2	4	-3	0	-2.1	-8	-2	3	5
CC(Oc1ccc(Cl)cc1)C(=O)N1CCCc2ccccc21 (stereo not given)
  1.7	0	-31	0	-1.7	10	5	-4	-1
C=CCOc1nc2c(c(=O)n(C)c(=O)n2C)n1Cc1ccccc1
  -0.9	-6	-20	-2	-2.8	21	-8	6	7
O=C(COc1ccc(Cl)cc1Cl)NCCCN1CCOCC1
  -3.2	-4	2	-6	-0.8	6	-10	4	0
Cc1onc(-c2ccccc2)c1C(=O)OCC(=O)Nc1ccc2c(c1)OCO2
  -2.0	3	-4	0	-3.2	5	5	-4	0
CN(CCOC(=O)/C=C/c1ccccc1)C(C)(C)C
  -2.0	-4	-2	-8	-1.8	21	-18	10	2
O=C1NC(c2ccc(F)cc2)Oc2ccccc21 (stereo not given)
  -2.3	0	-5	-5	-2.5	10	0	-4	0
CCN(CC)CCOCCOc1cc(C)c(Cl)c(C)c1
  -1.9	2	2	2	1.2	6	2	-1	0
CN(C)/C=C(\C=O)c1ncc(C(F)(F)F)cc1Cl
  -1.8	3	2	-11	1.0	-4	3	2	5
O=C1CN(C(=O)c2ccc(Cl)c([N+](=O)[O-])c2)c2ccccc2N1
  -1.1	2	-3	-2	-4.7	3	-3	13	·
CCOC(=O)C1CCN(S(=O)(=O)c2cn(C)c(=O)n(C)c2=O)CC1
  -2.9	2	2	2	-3.4	-4	0	4	3
COc1ccc(OC(=O)CCCN2C(=O)c3ccccc3C2=O)cc1
  -2.2	5	-20	-3	-2.6	-6	0	-2	0
COc1cc(CNC(C)(C)CO)cc(Br)c1OCc1ccccc1
  -0.2	0	19	-5	-1.4	10	-4	-12	3
CSc1ncc(Cl)c(C(=O)Nc2cccc(C)c2)n1
  -0.1	-1	-3	1	-1.5	-10	16	0	-9
Cc1ccc(S(=O)(=O)NC2=NCCCCC2)cc1
  -1.0	2	-3	2	1.2	-19	6	10	0
COc1ccc(Cc2nnc(NC(=O)c3cccc([N+](=O)[O-])c3C)s2)cc1
  -4.5	6	-2	5	-1.5	1	-12	-8	-5
CCOc1ccc(NC(=O)C(C)O)c(NS(=O)(=O)c2ccc(CCNC(C)=O)cc2)c1 (stereo not given)
  -8.7	1	-5	3	-1.4	17	-2	6	-2
Cc1ccc(N2C(=O)C(Cl)=C(Nc3c(C)n(C)n(-c4ccccc4)c3=O)C2=O)cc1
  -2.0	6	-8	11	-2.8	13	-1	-8	0
COc1ccc(NS(=O)(=O)c2cccc(C(=O)NNC(=O)c3cccn3C)c2)cc1
  -2.8	2	-6	3	-2.7	16	-3	30	1
O=c1cc(CN2CCN(c3ccccc3)CC2)c2c(ccc3ccccc32)o1
  -2.6	15	-3	9	-0.8	15	-4	-7	0
Cc1ccc(Oc2nnc(-c3cccs3)c3ccccc23)cc1
  -0.3	0	0	-2	0.2	-16	9	3	9
O=C(COC(=O)CC1CC2CCC1C2)NC(=O)NCc1ccco1 (stereo not given)
  -2.5	4	-23	0	-3.1	13	-29	3	3
O=c1cc(O)c2ccccc2n1Cc1ccccc1F
  -0.9	7	3	1	-2.4	-3	10	1	7
CCCn1c(-c2ccncc2)n[nH]c1=S
  3.4	1	6	4	-0.3	-3	-10	6	3
O=C(O)c1ccccc1C(=O)c1ccc2c(c1)N(Cc1cccc(F)c1)C(=O)CO2
  -2.5	-2	-27	6	-3.1	-1	-12	-4	0
Cc1cc(OCc2nnc(SCC(=O)OC3CCCCC3)o2)ccc1Cl
  -0.1	3	1	-11	-0.2	5	-2	-6	8
NS(=O)(=O)c1ccc(NC(=O)COc2ccc(Cl)cc2)cc1
  0.7	3	-5	8	1.1	-24	4	11	4
Brc1cc(Br)c2ncnc(N3CCCCC3)c2c1
  -2.1	4	-12	12	-3.8	-2	-4	2	-2
CCc1nc(CN(C)C(=O)C2CCC(=O)N(Cc3cccc(F)c3)C2)no1 (stereo not given)
  -2.7	-1	-8	-3	-1.7	17	-12	4	2
O=C(NC1CCN(C(=S)NCCc2ccccc2)CC1)C1CCCCC1
  -1.2	5	-10	-2	-2.5	-6	9	0	6
COc1ccccc1NC(=O)C1=C(C)NC(=O)NC1c1cc(C)cs1 (stereo not given)
  0.0	0	-6	-6	-2.3	-2	0	-1	2
COc1ccc(CCNC(=O)C(=O)NCC2CCCO2)cc1OC (stereo not given)
  -0.2	-5	-4	-3	-2.2	15	-1	-4	6
O=C(NC1C2CC3CC(C2)CC1C3)C1CC1 (stereo not given)
  -1.2	2	-2	7	-3.9	24	-12	8	1
Cc1ccc(Oc2nc3c(c(=O)n(C)c(=O)n3C)n2C)cc1C
  2.3	-1	-16	-1	-2.8	5	-10	4	3

# The results go on.
# Second line of a record: VIM-2 inhibitor	IDE act	DNA FID counter	PfM18AAP inh	IMP-1 inhibitor	UBC9 SUMO inh	p-CIP stab down	HCV NS3 hel inh	IDE inh
Cc1ccc(C)c(NC(=O)CSc2nc(N)c(NC(=O)c3cccs3)c(=O)[nH]2)c1
  -2.5	5	-2	2	-1.0	3	-4	5	·
COCCn1c(Cc2ccccc2)nnc1SCC(=O)NC1CC1
  0.1	4	-8	6	1.5	-17	9	10	-4
O=C(CCN1CCCCC1=O)NC1CCCN(Cc2ccc(Cl)cc2)C1 (stereo not given)
  -1.8	0	-5	-12	-1.1	9	-16	-7	-1
CCn1c(=O)oc2cc(NC(=O)CCl)ccc21
  -1.5	7	1	-4	-2.0	7	11	8	2
CN1CCN(S(=O)(=O)c2cccc(C(=O)Nc3ccc(Br)cc3Br)c2)CC1
  -0.9	-1	10	2	-2.2	5	-6	-62	-5
O=C(Cc1ccc(Br)cc1)OCC(=O)N1CCc2ccccc2C1
  -2.4	3	-17	0	-2.8	-16	1	-4	-2
CC(C)(C)c1ccc(Cn2nc(CC(=O)O)c3ccccc3c2=O)cc1
  -2.6	13	-36	0	-2.6	4	2	3	-3
CC(=O)c1cccc(NC(=O)c2ccc(N(C)S(=O)(=O)c3ccc(C)cc3)cc2)c1
  1.9	-1	-34	7	2.0	-6	-9	15	0
C/C(CC(=O)Nc1ccc([N+](=O)[O-])cc1)=N/NC(=O)C1C2CCCCC21 (stereo not given)
  -2.2	5	-8	-18	-1.1	19	-8	10	2
COc1cc(/C=C/C(=O)O)ccc1OS(=O)(=O)c1cc(C)ccc1C
  -0.4	3	-31	-1	-0.7	22	-7	-3	4
CCOC(=O)C1CCCN(C(=O)Cc2ccc(C)cc2)C1 (stereo not given)
  -1.5	-2	-6	-3	-1.5	9	2	-1	-3

# An unsorted share of the library; any-hit rate near 3.6%.
